Mito fusion act: mitochondrial division inhibition or fusion activation; S. cerevisiae fusion-defective mutant growth rescue, CellTiterGlo 48 h; Potency, µM (top dose mostly 46.1 µM), for inactives: at the top dose growth rescue (activation), hits mostly activators; 320,000 tested, 0.23% active;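 note: potency is the fitted concentration of half-maximal effect; % of control where 0% means no effect; nearly all actives have a fitted effect of over 45% in size; temperature-sensitive fusion mutants such as fzo1-1 at 37 °C on non-fermentable ethanol glycerol medium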
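S. cerevisiae fusion-defective temperature-sensitive mutants (e.g. fzo1-1, mgm1-5) grown 48 h at 37C in YPEG (ethanol/glycerol non-fermentable) medium with 23 nl compound per well; growth rescue read as CellTiterGlo luminescence.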
TCR activator: activators of T cell receptors. 330,000 tested, under 10 active. AID 504894. Potency, µM (doses to about 9.22 µM), for the others: at the highest dose activation of IL-2 secretion, usual class: activators. primary human leukocytes, anti-CD3, IL-2 HTRF, 48 h; note: % of control where 0% means no effect
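Compounds are tested in HTS on primary human leukocytes co-incubated with a-CD3 beads for 48 hr. IL-2 output is measured by time-resolved FRET.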
TSHR antagonist: antagonists of human thyroid stimulating hormone receptor; P16473; TSHR-expressing cells, TSH-stimulated cAMP HTRF, 2 h; stronger effect = lower value; activity change, negative = inhibition, % at 11.5 µM; 330,000 tested, 0.2% active; AID 504810;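 active = activity change below a set negative limit, meaning inhibition stronger than a set level, cut at about -70% in these data; inconclusive = activity change between two set negative limits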; note: % is set by controls: 0 for no effect and ±100 for the full control effect
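Cell-based HTRF cAMP assay; TSHR cells + compound, TSH EC80 (4nM final), 2 h, 37 deg C. Lysis with anti-cAMP cryptate and cAMP-d2, 30 min RT, read 665/620 nm.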
A-T KAP1 phos: potential ataxia-telangiectasia treatment | […] A-T fibroblasts, KAP-1 phosphorylation AlphaLISA; neocarzinostatin DNA damage 30 min before lysis | Potency, µM (titrated, usually from 57.5 µM), for the others: at the highest dose activation, most hits filed as activators | 320,000 tested, 0.19% active | AID 485349; note: potency is the fitted concentration of half-maximal effect; % of control where 0% means no effect; nearly all actives have a fitted effect of over 45% in size
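ATM-like activity read as KAP-1 phosphorylation via AlphaLISA donor/acceptor antibody pairs after lysis and 6 hr at 25C. Cells were ATM-null patient fibroblasts ([…], hTERT), dosed 60 min, then exposed to the DSB inducer NCS for 30 min.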
ELG1 repair inh: ELG1-dependent DNA repair inhibition; Potency, µM (doses to about 46.1 µM), for the others: top-dose activity change, negative = inhibition, most hits filed as inhibitors; HEK293T ELG1-luciferase reporter, luminescence, 16 h; DNA damage induced by 5-fluorouridine; 330,000 tested, 2.3% active; AID 504467; note: potency is the fitted concentration of half-maximal effect; % is set by controls: 0 for no effect and ±100 for the full control effect; nearly all actives have a fitted effect of over 55% in size
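DMSO vehicle served as the neutral condition. Each well held 2,000 cells given 5-fluorouridine plus compound; after 16 hr at 37 °C/5% CO2, ONE-Glo was added and luciferase measured 30 min later.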
Chronic BCR inh: blocks chronic active B-cell receptor signaling; ABC-DLBCL IkBa-CBG/CBR reporter, luminescence ratio, 4 h; Potency, µM (titrated, usually from 46.1 µM), for the others: at the highest dose ratio change, negative = lower green/red ratio, hits mostly inhibitors; 340,000 tested, 0.05% active; AID 493014; active = well fitted inhibition curve with a large enough effect in the signal ratio, with a control signal flat, not every such curve was filed as active; inconclusive = small, poorly fitted or top-dose-only effect, or effect the other way, or a change in a side signal; the % refers to the signal ratio;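 note: potency is the fitted concentration of half-maximal effect; plate controls were basal doxycycline-induced cells for no effect and cells given 10 µM MG132 for full effect; MG132 reads +100%, hits lower the ratio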
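Cell line TMD8 (human ABC DLBCL), stably expressing tet-inducible CBG68-IkBa fusion and CBR; IMDM/0.5% FBS; cpd up to 46 uM; dox induction, 4 h, 37C/5% CO2; dual luminescence; green/red ratio; MG132 control.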
TSG101-PTAP inh: blocks PTAP/TSG101 interaction to inhibit HIV-1 budding; Q99816; Fluorescence polarization, FITC-PTAP peptide / Tsg101 binding; Potency, µM (highest dose often 115 µM), without a hit: at the top dose activity change, negative = inhibition, most hits filed as inhibitors; 340,000 tested, under 10 active; AID 493005; active = well fitted inhibition curve with a large enough effect in the main read-out, with a control signal flat, not every such curve was filed as active; inconclusive = small, poorly fitted or top-dose-only effect, or effect the other way, or a change in a side signal; inactive = no such curve, though single readings can be large or run the other way; note: potency is the fitted concentration of half-maximal effect; % of control where 0% means no effect
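Fluorescence anisotropy tracks displacement of a FITC-tagged PTAP peptide (50 nM) from the Tsg101 binding domain (10 uM), following a 20 min room-temperature incubation at pH 7.5.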
Eya2 inh: Eya2 (human) phosphatase inhibition. AID 488837. recombinant Eya2, OMFP fluorescence dephosphorylation (OMFP is methylfluorescein phosphate). Potency, µM (highest dose often 76.9 µM), for inactives: top-dose activity, negative = inhibition, actives largely listed as inhibitors. 330,000 tested, 0.006% active; note: potency is the fitted concentration of half-maximal effect; % is set by controls: 0 for no effect and ±100 for the full control effect
Target sequence (O00167 whole entry, looked up): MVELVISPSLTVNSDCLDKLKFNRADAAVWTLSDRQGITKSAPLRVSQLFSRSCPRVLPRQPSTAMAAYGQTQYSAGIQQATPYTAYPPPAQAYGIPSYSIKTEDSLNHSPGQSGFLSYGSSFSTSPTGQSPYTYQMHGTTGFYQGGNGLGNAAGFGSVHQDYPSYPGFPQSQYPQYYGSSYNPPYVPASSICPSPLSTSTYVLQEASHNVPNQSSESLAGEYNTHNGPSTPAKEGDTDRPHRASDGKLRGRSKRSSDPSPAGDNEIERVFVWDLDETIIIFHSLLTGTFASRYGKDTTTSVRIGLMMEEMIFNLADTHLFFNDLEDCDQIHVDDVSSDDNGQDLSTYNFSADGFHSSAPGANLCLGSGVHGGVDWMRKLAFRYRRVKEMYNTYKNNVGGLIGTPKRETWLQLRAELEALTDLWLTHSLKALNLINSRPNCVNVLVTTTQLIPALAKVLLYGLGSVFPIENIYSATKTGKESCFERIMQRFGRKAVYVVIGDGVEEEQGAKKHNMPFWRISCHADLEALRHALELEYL
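Eya2 protein (added as 0.2 uM solution) was preincubated with compound for 10 min at ambient temperature in 50 mM HEPES pH 7.5, 50 mM NaCl, 5 uM MgCl2, 0.05% BSA, 1 mM DTT. OMFP (added at 50 uM) then reacted 10 min; fluorescence read at 485/525 nm.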
Tb PFK block: inhibitors of T. brucei phosphofructokinase | 330,000 tested, 0.17% active | T. brucei PFK, ADP-Glo luminescence | Potency, µM (doses to about 57.5 µM), inactives show top-dose activity, negative = inhibition, actives largely listed as inhibitors | O15648;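 note: potency is the fitted concentration of half-maximal effect; 0% = uninhibited 1x PFK enzyme wells and -100% = no-enzyme wells; nearly all actives have a fitted effect of over 60% in size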
Target sequence (O15648 whole entry, looked up): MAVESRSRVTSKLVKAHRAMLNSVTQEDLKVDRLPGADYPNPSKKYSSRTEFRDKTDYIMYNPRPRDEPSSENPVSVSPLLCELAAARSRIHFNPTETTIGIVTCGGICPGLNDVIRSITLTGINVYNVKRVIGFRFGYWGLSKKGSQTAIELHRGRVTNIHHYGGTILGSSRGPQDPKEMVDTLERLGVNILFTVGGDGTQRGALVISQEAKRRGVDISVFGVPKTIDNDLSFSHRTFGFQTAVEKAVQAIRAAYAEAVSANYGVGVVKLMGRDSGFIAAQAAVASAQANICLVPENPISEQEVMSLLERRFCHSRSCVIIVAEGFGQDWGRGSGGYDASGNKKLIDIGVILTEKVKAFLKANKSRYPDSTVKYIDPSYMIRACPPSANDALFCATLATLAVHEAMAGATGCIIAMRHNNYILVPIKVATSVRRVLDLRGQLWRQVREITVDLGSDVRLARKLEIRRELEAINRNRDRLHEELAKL
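Activity is normalized to no-enzyme wells (full inhibition) and 1.25 nM enzyme wells (no inhibition). Reaction: 0.5 mM F6P, 0.1 mM ATP, 45 min RT, ADP-Glo luminescence; concentration-response curves fitted and classed by quality.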
a7 integrin act: integrin-mediated muscular dystrophy alleviation activation; Potency, µM (series often up to 38.3 µM), inactives show at the top dose activation, usual class: activators; alpha7betagal myoblasts, beta-gal FDG fluorescence, 48 h; 350,000 tested, 0.064% active;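 note: potency is the fitted concentration of half-maximal effect; 100% = response of the positive control SU9516; nearly all actives have a fitted effect of over 60% in size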
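Alpha7betagal+/- myoblasts (passage 13) were plated 16-24 hr, then exposed to compounds (1:260 dilution of DMSO stock) for 48 hours at 37C. After MPER lysis, β-galactosidase reporter activity was read as FDG fluorescence (ex 480/em 540) after 30 minutes.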
ASM inhibitor: blocks human secretory acid sphingomyelinase; P17405; placental ASM, HMU-PC fluorogenic substrate, 60 min; Potency, µM (highest dose often 57.5 µM), without a hit: at the top dose activity change, negative = inhibition, most hits filed as inhibitors; 340,000 tested, 0.006% active; AID 504937; note: potency is the fitted concentration of half-maximal effect
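Fluorogenic HMU-PC substrate (9 uM final) is turned over by placental ASM in 60 min at 37 C after a 10 min compound preincubation. Reaction ended by alkaline stop (pH 10), with fluorescence read at 386/447 nm.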
* marks the source's active call; other numbers are inactive results; u = inconclusive; x = no result given; [ ] = remark or other dose. Unless noted, calls come from the whole dose curve; as a rule, active = well fitted curve in the direction sought with a large enough effect; inconclusive = small, poorly fitted or top-dose-only effect, or another doubt; inactive = no such curve, though single readings can be large; an effect the other way counts as inactive or inconclusive. This is a random part of the collection. About 3.2% of those tested had a hit in this group.

SMILES	ELG1 repair inh	TCR activator	TSG101-PTAP inh	Tb PFK block	ASM inhibitor	Mito fusion act	a7 integrin act	Chronic BCR inh	Eya2 inh	TSHR antagonist	A-T KAP1 phos
O=C(CSc1ccc(-c2ccccn2)nn1)c1ccc([N+](=O)[O-])cc1	16%	-1%	-5%	0%	0%	12%	-18%	-9%	-7%	13	1%
Cc1ccc(C(=O)OCC(=O)NC2CCCC(C)C2C)cc1S(=O)(=O)N1CCCCC1 (centres undefined)	u	-13%	-2%	14%	-1%	-2%	-10%	u	-26%	-12	1%
Cc1ccc2cc3cc(C(=O)NCCCN4CCCCCC4)oc3nc2c1	-11%	5%	-12%	-10%	-10%	0%	-47%[inhibitor]	14%	u	-2	-5%
Cc1c(Cl)cccc1NS(=O)(=O)c1ccc2c(c1)C1C=CCC1C(c1ccc(C(=O)O)cc1)N2 (centres undefined)	9%	2%	-12%	-28%	-28%	24%	13%	16%	-5%	-13	1%
Cc1ccccc1NC(=O)CNC(=O)c1ccc(C(F)(F)F)cc1	u	-9%[46.1 µM]	-7%	-1%	-5%	1%	-8%	-6%	2%	11	3%
C=CCNC(=O)Cc1c(OC)ccc2cc(Br)ccc12	-19%	8%	1%	-17%	3%	-6%	4%	4%	10%	20	12%
O=C(c1ccc(F)cc1)N1CCCN(c2nc(-c3ccccc3)ns2)CC1	u	5%	-6%	0%	-6%	2%	-11%	-3%	1%	-1	14%
Nc1nc2c(c(=O)[nH]1)CN(Cc1ccccc1)CC2	u	-5%	0%	-5%	6%	-2%	8%	-7%	5%	-4	-11%
COc1cc(/C=N/Nc2ccc(C(=O)O)cc2)cc(OC)c1OC	u	7%	-6%	0%	4%	-1%	15%	u	18%	-5	-1%
Cc1cc2cc(CNC(=O)c3ccco3)ccc2n1C	-1%	3%	-3%	0%	-3%	5%	-3%	u	1%	-10	-22%
Cc1cccc(NC(=O)C2C3C=CC(C4CC34)C2C(=O)O)c1 (centres undefined)	25%	-2%[46.1 µM]	-5%	2%	2%	5%	22%	u	-5%	21	x
Cn1nc(C(=O)OCC(=O)c2ccc(Cl)cc2)c2ccccc2c1=O	6%	2%[46.1 µM]	-1%	9%	-6%	x	-8%	1%	2%	-5	18%
CCOc1ccc(NC(=O)CC2C(=O)N(CC)C(=S)N2CCNC(C)=O)cc1 (centres undefined)	-2%	3%	0%	1%	2%	-2%	-13%	1%	6%	2	-8%
COC(=O)C1=C(C)NC(=O)NC1c1cn(-c2ccccc2)nc1-c1cccs1 (centres undefined)	2%	-5%	-1%	1%	-4%	-10%	17%	1%	0%	11	-8%
CC(Sc1cccc[n+]1[O-])C(=O)Nc1ccc(Oc2ccccc2)cc1 (centres undefined)	11%	3%	1%	-3%	-4%	8%	0%	u	-7%	-5	1%
O=C(Cn1c(C(=O)NCC2CCCO2)cc2sccc21)c1ccccc1 (centres undefined)	-3%	3%	-7%	-9%	-1%	2%	-20%	10%	12%	2	-1%
CC1CCCN(c2nc(NCc3ccco3)nc(N)c2[N+](=O)[O-])C1 (centres undefined)	-25%	-5%[46.1 µM]	-6%	0%	-8%	26%	-12%	u	-5%	-5	2%
COCCN(CC(=O)NC1CCCCC1)C(=O)CSc1nc2ccccc2o1	-8%	-6%	-6%	-5%	1%	2%	-10%	-8%	-1%	-3	-3%
Nc1nonc1-c1nc2ccccc2n1CC(=O)N/N=C/c1ccc(-c2cccc(C(=O)O)c2)o1	u	1%	-8%	-22%	2%	-6%	-2%	12%	10%	-5	0%
COc1ccc([C@H]2CC(=O)C=C(c3ccccc3)C2)cc1OC	u	-1%	-4%	0%	3%	5%	8%	-10%	0%	23	-6%
O=C(COC(=O)CNC(=O)c1ccccc1F)Nc1cccnc1Cl	15%	-2%	-2%	0%	-1%	-3%	-8%	6%	-24%	0	-5%
COc1ccc(N2C(=O)c3ccccc3NC2c2ccc(OC)c(Cn3nnc4ccccc43)c2)cc1 (centres undefined)	u	7%[46.1 µM]	-6%	-2%	115%[activator]	-2%	-36%	-17%	6%	10	3%
Cc1ccc(S(=O)(=O)c2cc3c(=O)n4ccccc4nc3n(CC3CCCO3)c2=N)cc1C (centres undefined)	7%	0%[46.1 µM]	-1%	-3%	71%[activator]	19%	6%	14%	-11%	12	-6%
Cn1c(=O)c2c(nc(N3CCOCC3)n2CCCNC2=NCCCCC2)n(C)c1=O	10%	-4%	-5%	1%	0%	-2%	3%	u	23%	-4	-7%
CC1CCN(C(=S)c2cccc([N+](=O)[O-])c2)CC1	22%	3%	-6%	-3%	3%	-2%	-20%	-4%	-3%	8	-2%
COCCOC(=O)c1c(NC(=O)CN2CCOCC2)sc(C(N)=O)c1C	-7%	-3%	-7%	1%	-1%	-4%	-9%	u	4%	-5	-6%
CC(C)c1nnc(NC(=O)CC(=O)Nc2ccccc2C(=O)O)s1	u	1%	-4%	0%	9%	-2%	12%	-2%	28%	19	7%
Cc1c(Cl)cccc1NC(=O)CNCc1ccccc1F	-1%	0%	-1%	1%	0%	3%	6%	-2%	4%	-11	1%
COCCNC(=O)c1ccc2c(c1)nc(C)n2-c1cc(OC)c(OC)c(OC)c1	19%	2%	1%	4%	0%	-2%	-2%	1%	-2%	13	-2%
C=C(C)CSc1nc(N)c(C#N)c(-c2ccc(C)cc2)c1C#N	x	0%	-1%	x	-18%	u	-28%	x	x	x	x
COc1ccc(CCNC(=O)COc2ccc(S(=O)(=O)N3CCOCC3)cc2)cc1OC	0%	-1%	-7%	10%	3%	-1%	-19%	-4%	-11%	0	2%
N#Cc1nc(COc2ccccc2)oc1NCCCn1ccnc1	u	0%	0%	25%	-1%	-4%	24%	-4%	6%	4	-1%
CCN(CC(=O)Nc1c(C(=O)OC)[nH]c2ccccc12)c1ccc2c(c1)OCO2	u	x	-18%	0%	-12%	25%	-15%	-11%	-15%	-12	x
COc1ccc(S(=O)(=O)N(CC(=O)NCC2CCCO2)c2ccc(F)cc2)cc1OC (centres undefined)	5%	-2%	-11%	1%	5%	2%	7%	2%	4%	4	2%
CCCCC(CC)Cn1c(O)c(/C=C2\C=NN=C2c2ccccc2)sc1=S (centres undefined)	u	4%[46.1 µM]	2%	2%	u	-6%	13%	-1%	-7%	7	16%
COc1ccc(C2=NOC(Cn3nc(C(=O)NCC4CC4)cc3-c3ccccc3)C2)cc1 (centres undefined)	u	3%	-4%	0%	-13%	-1%	-33%	4%	3%	-16	11%
Cc1ccccc1CSCCNC(=O)c1ccc(Cl)c(S(=O)(=O)N2CCOCC2)c1	18µM*	2%[46.1 µM]	-5%	-3%	-2%	2%	-28%	0%	-2%	-9	-3%
COc1ccc(-c2cc(C(N)=O)nc(N3CCCCCC3)n2)cc1	-15%	0%	-4%	1%	27%	17%	20%	-5%	1%	-19	-8%
CCc1cccc(C)c1NC(=O)CSc1nc2ccc(N3C(=O)c4ccccc4C3=O)cc2s1	-3%	7%	0%	-5%	-1%	1%	7%	1%	8%	-8	-7%
CN(CC(=O)Nc1sccc1C#N)S(=O)(=O)c1ccc(F)cc1	1%	2%	-9%	0%	13%	13%	u	-6%	-15%	-6	13%

High-throughput results deposited in PubChem BioAssay by National Center for Advancing Translational Sciences (NCATS).
